Screens as filed in PubChem BioAssay.
TDP2 inh = TDP2 (human) inhibition, absorbance primary screen; O95551; recombinant TDP2, T5PNP hydrolysis, p-nitrophenol absorbance 415 nm; inhibition, % at 12.8 µM; actives 0.34% (n = 370,000);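 active = inhibition above the mean of all tested compounds plus 3 SD, set per campaign, cut at about 25% in these data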;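 note: 0% = DMSO with enzyme and 100% = buffer with substrate but no TDP2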
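Read-out basis: percent inhibition. System: recombinant human TDP2. Buffer or medium: Mg2+-containing Tris-HCl buffer, pH 7.5. Repeats: single replicate. Timing: reaction 2 h, 37 °C. Benchmarks: high control without enzyme, low control DMSO plus TDP2. Probe or stimulus: 5 mM T5PNP. Doses: 12.8 µM only. Measured by: epi absorbance of p-nitrophenol freed from T5PNP by hydrolysis.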
Rev-erbA mod = modulators of human Rev-erb alpha DNA binding. actives 0.79% (n = 370,000). AID 1259318. Rev-erbα–FITC-DNA binding, fluorescence polarization, 90 min. activity, % at 10 µM. P20393;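 active = activity above about 14%, limit read from the data; passing the limit was not always enough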;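 note: 0% = DMSO wells with 35 nM protein and 100% = DMSO wells with 750 nM protein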
Target sequence (P20393 whole entry, looked up): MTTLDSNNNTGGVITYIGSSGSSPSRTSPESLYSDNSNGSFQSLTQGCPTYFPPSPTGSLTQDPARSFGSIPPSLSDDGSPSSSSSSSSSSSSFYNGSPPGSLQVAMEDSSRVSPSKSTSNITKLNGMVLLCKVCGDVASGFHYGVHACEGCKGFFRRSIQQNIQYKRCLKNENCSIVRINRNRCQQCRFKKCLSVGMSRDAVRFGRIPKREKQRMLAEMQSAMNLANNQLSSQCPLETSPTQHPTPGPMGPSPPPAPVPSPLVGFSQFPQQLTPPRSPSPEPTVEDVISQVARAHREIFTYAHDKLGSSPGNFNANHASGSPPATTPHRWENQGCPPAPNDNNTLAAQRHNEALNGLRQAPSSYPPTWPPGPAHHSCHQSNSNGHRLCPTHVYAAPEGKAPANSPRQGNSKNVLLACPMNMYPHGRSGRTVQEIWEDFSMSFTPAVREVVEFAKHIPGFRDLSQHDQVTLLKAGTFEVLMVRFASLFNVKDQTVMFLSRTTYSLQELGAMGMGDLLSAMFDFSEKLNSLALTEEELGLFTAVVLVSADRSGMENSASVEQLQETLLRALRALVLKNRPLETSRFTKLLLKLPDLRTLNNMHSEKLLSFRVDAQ
PG9 Ab binder = small molecules binding HIV-1 gp120 antibody PG9. TR-FRET gp120-PG9 antibody binding. inhibition, % at 6.7 µM. actives 0.43% (n = 360,000). AID 624416; in the data active = inhibition above about 8.5%
TCR CD3 inh = blocks the human TCR-CD3 interaction. TAMRA-labeled TCR probe fluorescence, biochemical. inhibition, % at 9.4 µM. actives 0.37% (n = 360,000); in the data active = inhibition above about 19%;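 note: recombinant mutant TCR 2C K166C tagged with TAMRA read by polarization; 0% = receptor in buffer alone and 100% = receptor with positive control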
SIAE primary = inhibitors of human sialic acid acetylesterase SIAE; actives 0.69% (n = 370,000); inhibition, % at 9.66 µM; SIAE FP-Rh probe binding, fluorescence polarization;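 active = inhibition above a cutoff: mean of compounds within the control limits plus 3 SD of those, cut at about 17% in these data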;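 note: 0% = plate median of compound wells and 100% = probe without SIAE protein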
PRMT1 FP inh = blocks human protein arginine methyltransferase 1 | actives 1.3% (n = 370,000) | inhibition, % at 2.79 µM | recombinant PRMT1, activity-based probe fluorescence polarization | Q99873;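 active = inhibition above about 21% made by adding two undisclosed values, limit read from the data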
LEDGF integ inh = blocks HIV-1 LEDGF/p75-dependent DNA integration; TR-FRET IN-LEDGF/p75 DNA integration, Eu/Cy5; inhibition, % at 3.7 µM; actives 0.64% (n = 370,000); AID 743269;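 active = inhibition above the screen-wide mean plus 3 SD, cut at about 13% in these data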;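 note: signal is the Cy5 over europium emission ratio at 671 and 618 nm; 0% = plate median of compound wells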
rCAG binder = binds r(CAG) RNA repeats; r(CAG) RNA repeat, TO-PRO-1 dye displacement fluorescence; inhibition, % at 3 µM; actives 1.3% (n = 370,000); AID 651821;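 active = inhibition above the plate cutoff, the mean of all test compounds on that plate plus 3 SD, cut at about 35% in these data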;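 note: 0% = DMSO alone and 100% = 100 µM mitoxantrone as full dye displacement; higher means more dye released from RNA so lower well fluorescence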
mABHD4 FP = inhibits mouse alpha/beta hydrolase domain 4; Q8VD66; purified mABHD4, FP-Rh probe fluorescence polarization; inhibition, % at 8.92 µM; actives 0.54% (n = 370,000);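 active = inhibition exceeding the mean over every tested compound plus 3 SD, cut at about 30% in these data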;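 note: 0% = plate median of compound wells and 100% = S159A mutant with DMSO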
Target sequence (Q8VD66 whole entry, looked up, the tested form may be a part): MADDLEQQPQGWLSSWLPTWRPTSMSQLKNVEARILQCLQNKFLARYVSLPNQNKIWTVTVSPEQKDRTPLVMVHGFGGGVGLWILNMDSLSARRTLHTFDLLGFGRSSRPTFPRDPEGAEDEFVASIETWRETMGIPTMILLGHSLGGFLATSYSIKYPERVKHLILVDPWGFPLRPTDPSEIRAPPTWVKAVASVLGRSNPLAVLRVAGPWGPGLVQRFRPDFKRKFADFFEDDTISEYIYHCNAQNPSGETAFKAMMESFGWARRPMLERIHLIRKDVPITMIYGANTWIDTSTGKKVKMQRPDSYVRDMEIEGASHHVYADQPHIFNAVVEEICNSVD
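assay system = mABHD4 protein | compound dosing = single nominal dose of 8.92 µM, 0.89% DMSO final | read-out basis = percent inhibition of probe binding, normalized to plate controls | schedule = Enzyme–compound pre-incubation 45 min, then probe 60 min, both 25 °C | detection = fluorescence polarization, excitation 525 nm, emission 598 nm, BODIPY TMR filters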
HTRA1 inhibitor = HTRA1 (human) protease inhibition. Q92743. recombinant HTRA1, FP-rhodamine activity-based probe, fluorescence polarization. inhibition, % at 5.96 µM. actives 0.5% (n = 340,000); in the data active = inhibition above about 36%;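 note: 0% = enzyme with DMSO and 100% = wells lacking enzyme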
Numbers without * were called inactive; nt = no result given; & = joins results of further samples. Only part of the results is shown (hit frequency here may not be typical).

SMILES	TDP2 inh	Rev-erbA mod	PG9 Ab binder	TCR CD3 inh	SIAE primary	PRMT1 FP inh	LEDGF integ inh	rCAG binder	mABHD4 FP	HTRA1 inhibitor
Cc1ccc(S(=O)(=O)N2CCCCC2)cc1C(=O)c1nccn1C	-2	2	-0.4	-3	-6	-3	-2	-5	-1	-6
CCCCCc1ccc(NC(=O)OCCCN2CCC3(CCC(c4ccccc4)CC3)C2=O)cc1 (stereo unspecified)	-2	-1	nt	nt	1	1	2	7	-7	nt
O=C(CCn1cnnn1)Nc1ccc(Cl)c(Cl)c1	-6	4	-1.3	-2	-7	-3	-4	-5	0	4
C=CCN1C(=O)NC(c2ccccc2)(C(F)(F)F)S/C1=C(\C#N)c1nnc(N2CCOCC2)n1-c1ccccc1 (stereo unspecified)	-7	7	-2.3	3	13	-4	2	-4	-1	3
COc1cccc(NC(=O)CSc2ccc(-c3sc(C)nc3C)nn2)c1	2	-4	-3.2	10	-3	1	-1	1	-9	-5
Cc1nc(N2CCC(C)CC2)c2c(C)c(C(=O)Nc3ccc(C)c(F)c3)sc2n1	-4	46*	-3.1	2	-6	-2	2	-1	-2	-6
CCCc1nc2ccccc2c(=O)n1CC(=O)c1ccccc1	6	-2	-2.5	-5	2	1	-2	-5	-2	4
CCCCN(CC)C(=O)Cc1ccc(Br)cc1	-1	0	0.1	0	3	-1	-2	-4	-3	3
Cc1cc(C)cc(NC(=O)C(=O)NCC2CCCO2)c1 (stereo unspecified)	7	1	-0.9	1	-2	2	2	-1	-2	8
CC(=O)Nc1ccc(NC(=O)CSc2nc(C)nc3sc(C)c(C)c23)cc1	9	-6	0.3	0	-10	5	-2	0	2	4
COc1ccc(CNc2ccc3c(c2)CCC3)cc1Br	-13	0	1.5	-5	9	1	3	2	-4	0
O=C(CCCNS(=O)(=O)c1cccc2nsnc12)NC1CCCCC1	-9	1	-4.3	-4	4	0	2	-4	3	2
CCOC(=O)c1ccccc1Cc1nc2ccccc2c(=O)[nH]1	-2	-4	-0.3	1	3	4	2	9	0	0
Cc1ccc(S(=O)(=O)n2nc(-c3cccnc3)nc2N)cc1	-14	0	2.0	-4	2	6	-1	0	-13	0
COc1cccc(NS(=O)(=O)c2cc3c(cc2C)NC(=O)CO3)c1	-4	-5	-1.2	2	2	-2	-5	2	-7	-5
Cc1cc(C(F)(F)F)c2sc(N)nc2n1	2	-6	-1.4	6	-1	3	-1	-1	3	0
O=C(Cc1ccc([N+](=O)[O-])cc1)N/N=C/c1ccc([N+](=O)[O-])o1	9	11	0.8	4	6	14	-5	13	12	8
COCCCNC(=O)/C(C#N)=C/c1c(N2CCCCCC2)nc2ccccn2c1=O	-1	3	0.8	-4	5	-2	-3	-12	5	4
COc1ccc(OC(C)C(=O)Nc2cccc(F)c2)cc1 (stereo unspecified)	-10	2	-1.9	9	-7	0	5	-2	-4	-5
C[C@@H]1Cn2cnc(C(=O)N[C@@H](Cc3c[nH]c4ccccc34)C(=O)OC(C)(C)C)c2C(=O)N1	1	1	0.3	-2	1	2	0	0	2	5
O=C(COC(=O)c1ccccc1F)NCc1ccc2c(c1)OCO2	-3	-1	1.8	3	6	1	0	0	5	5
CCOC(=O)N1CCN(C(=O)CSc2ccc(-c3ccc(OC)c(OC)c3)nn2)CC1	-3	-4	-0.5	-9	-5	3	-3	-4	11	-1
Cc1ccc(S[C@@H](CCN2CC[C@H](O)CCC2=O)c2ccccc2)cc1	-2	2	1.3	0	-1	0	1	-7	-3	0
CCOc1ccccc1NC(=O)NC(C)c1ccncc1 (stereo unspecified)	-19	4	-3.3	1	-7	-3	2	-1	4	0
COc1cccc2cc(C(=O)Nc3ccccc3C(=O)N3CCOCC3)oc12	-1	0	-1.0	6	-1	-1	1	-5	0	-2
Cc1ccc(CSc2ccc(-c3cccs3)nn2)cc1	-6	4	0.6	-3	-1	2	0	-2	7	-2
Nc1nonc1-n1nnc(C(=O)N/N=C/c2cccnc2)c1-c1ccccc1	-16	1	-1.7	1	-4	-2	0	2	-3	-6
Cc1cccc(NC(=O)CN2C(=O)CCSc3ccccc32)c1C	-17	-4	nt	nt	0	-3	-2	3	2	nt
CS(=O)(=O)Oc1ccc2c(c1)O/C(=C\c1cccc([N+](=O)[O-])c1)C2=O	-15	-5	-1.5	0	-1	-1	-2	8	3	1
CCOC(=O)c1ccc2c(c1)n(CCCS(=O)(=O)[O-])c(/C=C/c1ccc(Cl)cc1)[n+]2CC	6	-5	0.8	7	2	-2	-3	-6	3	3
O=C(NCc1ccc(F)cc1)c1ccc(CS(=O)Cc2ccccc2Cl)o1 (stereo unspecified)	6	0	-1.1	-1	4	2	-3	-3	10	2
COc1ccc(CNC(=O)CN(c2ccc(C(C)C)cc2)S(=O)(=O)c2c(C)noc2C)cc1	1	-1	-1.2	2	10	4	3	-4	0	4
O=[N+]([O-])c1ccccc1Nc1cccc(F)c1	13	5	-0.7	2	2	-2	0	1	2	1
NCCCCCCNS(=O)(=O)c1cccc2c(Cl)cccc12	-9	-8	-0.4	3	-6	2	1	20	5	7
CCCC1CCC2(CCCN2CCOC(=S)Nc2cccc(Cl)c2)CC1 (stereo unspecified)	-3	-1	nt	nt	10	32*	3	nt	5	nt
COc1ccc(Cl)cc1NC(=O)C1Cc2ccccc2CN1S(C)(=O)=O (stereo unspecified)	5	1	0.0	6	-1	-8	4	6	3	-19
COc1ccc(Nc2nc(-c3cccs3)nc3ccccc23)c(OC)c1	8	1	-0.3	1	-56	-4	-1	14	15	-8
COc1ccc(C(=O)O)cc1S(=O)(=O)NC(C)(C)C	-12	3	0.5	1	-6	5	-3	3	3	3
C[C@@H]1ON(C)[C@H]2C[C@H]3c4[nH]c5c(-c6ccccc6F)cccc5c4CCN3C(=O)[C@@H]12	4	1	-1.2	4	-4	-1	-3	3	-6	nt
Cc1c(OCC(=O)NCCCn2ccnc2)ccc2c3c(c(=O)oc12)CCC3	2	-2	-1.8	7	1	-2	0	-2	4	5
CCC(C)n1[nH]c(=O)c2c(C)cc(C)nc21 (stereo unspecified)	-2	-2	-1.0	3	7	-3	-2	1	-3	0
CC(C)N(Cc1cc2ccccc2[nH]c1=O)C(=O)C(C)(C)C	-2	0	1.1	-1	-2	-1	1	-5	6	5
O=C(CSc1nccn1-c1ccccc1)Nc1ccc2c(c1)OCO2	0	2	0.6	-6	1	1	0	2	0	1
Cc1cc(C(=O)N/N=C/c2c(C)nn(-c3ccccc3)c2C)n[nH]1	15	0	-2.5	8	11	0	1	-2	1	0
CC(C)CCN(CC(=O)NC1CCCC1)C(=O)C(=O)Nc1ccc2c(c1)OCCO2	6	2	-1.1	-8	0	3	-2	-8	3	9
OCCN(Cc1ccccc1)CC(O)COc1ccc(-c2ccccc2)cc1 (stereo unspecified)	-24	3	-4.1	2	-7	-2	3	-1	-3	-34
COc1ccc(OC)c(N(CC(=O)NC2CC2)S(=O)(=O)c2ccc(C)cc2)c1	-5	0	-1.8	2	-3	1	0	-2	2	4
Cc1ccc(-c2csc(Nc3ccccc3)[n+]2CCc2ccccc2)cc1	-5&-3	-3&2	-2.7	-3	3&8	7&0	1&0	0&6	2&5	13
C=CCC[C@@H](Cc1ccc(F)cc1)C(=O)OC[C@@H](NC(=O)[C@@H](CC=C)CC(=O)N[C@H](CO)Cc1ccccc1)C(C)(C)C	-4	6	1.0	9	3	1	-1	-4	-12	-30
Cc1nc(C(=O)NNC(=O)c2c(-c3c(Cl)cccc3Cl)noc2C)cs1	10	-1	-0.9	1	8	-4	0	2	6	7
CCCCOc1ccc(C(=O)C(CN2CCOCC2)c2ccccc2)cc1 (stereo unspecified)	1	3	-2.8	7	1	0	-3	-7	2	-12
Cc1ccc2ccc3cccc4ccc1c2c34	-6	-5	1.9	-1	-4	6	-1	1	-10	-5
O=C(CNC(=O)c1ccccc1F)Nc1ccncc1	-3	-2	-2.8	-8	0	-4	2	-1	3	0
CCCc1cc(=O)[nH]c(SCC(=O)N2CCOCC2)n1	-12	-7	0.9	-2	-8	4	0	-3	-6	3
Cc1ccc(Cn2nnnc2CN2CCC(NC(=O)c3ccc(Br)cc3)CC2)cc1	1	0	-1.8	3	-3	-3	2	-3	-7	3
Nc1cc(-c2ccccc2)nn1Cc1ccc(Cl)cc1	-7	-1	-3.2	4	1	-3	-1	1	-14	-20
O=c1c2c(nc3cc(-c4ccc(Br)cc4)[nH]n13)CCCC2	6	6	1.7	0	-3	3	1	6	0	3
CCOC(=O)c1ccc(NC(=O)c2nc[nH]c2C(=O)NCC(=O)OC(C)(C)C)cc1	-2	3	1.0	0	-39	-2	-1	-9	-8	-77
CCOC(=O)C(CC)Sc1nc2c(cnn2-c2ccccc2)c(=O)[nH]1 (stereo unspecified)	-8	-6	0.9	-4	-9	-1	2	33	-2	-16
O=C(C1CCCN(Cc2cc(Br)ccc2O)C1)N1CCCCC1 (stereo unspecified)	3	4	-0.5	-3	-1	6	-5	-7	14	0

(listing goes on)
SMILES	TDP2 inh	Rev-erbA mod	PG9 Ab binder	TCR CD3 inh	SIAE primary	PRMT1 FP inh	LEDGF integ inh	rCAG binder	mABHD4 FP	HTRA1 inhibitor
Oc1ccccc1-c1nc(/C=C/c2ccccc2)nn1-c1ccccc1	4	1	1.6	-5	-6	0	-1	6	-17	-22
COc1ccccc1-c1nc(C#N)c(N2CCN(Cc3ccccc3)CC2)o1	-11	0	-2.8	-3	-2	-1	0	-1	-12	-19
CCn1c(SCC(=O)NCc2ccco2)nnc1-c1c[nH]c2ccccc12	-2	-4	-0.2	6	-3	-3	-2	1	-3	6
CCC(CC)c1nnc(NC(=O)c2c(C)nn(Cc3ccccc3Cl)c2C)s1	-7	-7	0.8	2	-3	-3	0	-9	-9	-20
CC(C)(C)C(=O)NC1=NN(c2c(Cl)cc(Cl)cc2Cl)C(=O)C1	-1	-4	-1.0	1	1	4	-1	44*	8	-4
CCCCNC(=O)OCCSCCS(=O)(=O)c1ccc(Cl)cc1	-6	3	-1.1	0	-8	-3	6	-2	-7	3
CCOC(=O)C1CCN(CC(=O)Nc2c(C(=O)OC)n(C)c3cccc(C)c23)CC1	-1	-2	0.2	-2	-4	-1	-3	-8	-4	-6
C#C[C@]1(O)CC[C@H]2[C@@H]3CCC4=C(CCC(=O)C4)[C@H]3CC[C@@]21C	-1	-2	0.0	-10	1	-2	-1	4	5	-5
CN(C(=O)COC(=O)c1ccccc1Cc1ccccc1)c1c(N)n(Cc2ccccc2)c(=O)[nH]c1=O	12	-5	0.0	-4	-3	2	-2	0	5	-3
CN(c1ccccc1)S(=O)(=O)c1cc(C(=O)NCCCn2ccnc2)ccc1Cl	4	0	-1.0	-8	5	4	-1	1	-2	1

An excerpt from the list above, as a working copy:
SMILES	TDP2 inh	Rev-erbA mod	PG9 Ab binder	TCR CD3 inh	SIAE primary	PRMT1 FP inh	LEDGF integ inh	rCAG binder	mABHD4 FP	HTRA1 inhibitor
Oc1ccccc1-c1nc(/C=C/c2ccccc2)nn1-c1ccccc1	4	1	1.6	-5	-6	0	-1	6	-17	-22
COc1ccccc1-c1nc(C#N)c(N2CCN(Cc3ccccc3)CC2)o1	-11	0	-2.8	-3	-2	-1	0	-1	-12	-19
